# Source: PubChem
# Fibroblast inh: blocks proliferation of human lung fibroblasts. LL 47 human lung fibroblast viability, ATP luminescence; hits give low values. actives 1.1% (n = 85,000). AID 719. viability, % at 10 µM;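 active = viability at or below 50% in the single dose screen; inactive = viability above 50%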;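 also: compound exposure lasted 72 h before the ATP readout; 100% = median luminescence of untreated cell-only wells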
#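 Times – overnight cell rest, 72 h compound treatment at 37 °C · Test system – human lung fibroblast line LL 47, low passage · Amount – 1,150 cells in each well · Controls – cell-only wells, no compound · Doses – 0.1% DMSO in all compound wells · Measured by – CellTiter-Glo luminescence · Buffer or medium – IMEM plus 15% FBS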
# S1P2 ag: activates the human S1P2 receptor; S1P2-expressing cell line, agonist reporter read-out; activation, % at 4.5 µM; actives 0.46% (n = 97,000); AID 729; in the data active = activation above about 16%;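 also: 0% = vehicle low control and 100% = maximal reference agonist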
# Target sequence (O95136 whole entry, looked up): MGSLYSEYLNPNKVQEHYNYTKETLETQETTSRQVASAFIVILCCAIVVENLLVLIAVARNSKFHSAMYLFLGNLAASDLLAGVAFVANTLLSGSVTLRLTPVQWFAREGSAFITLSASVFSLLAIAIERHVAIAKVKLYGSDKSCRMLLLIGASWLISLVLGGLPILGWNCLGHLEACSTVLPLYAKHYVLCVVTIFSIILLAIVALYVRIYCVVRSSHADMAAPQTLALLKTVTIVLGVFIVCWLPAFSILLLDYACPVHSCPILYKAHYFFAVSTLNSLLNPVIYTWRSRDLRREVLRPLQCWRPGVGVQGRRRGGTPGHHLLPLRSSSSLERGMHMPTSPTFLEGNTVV
# PostGolgi yeast: growth inhibition of a yeast mutant, post-Golgi transport screen | post-Golgi transport phenotypic cell assay | inhibition, % at 10 µM | actives 0.9% (n = 98,000) | AID 739;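 also: yeast cells grown in 1536-well plates; yeast grown about 18 h at 30C before absorbance read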
# HUVEC inhibit: blocks proliferation of human endothelial cells; HUVEC proliferation, CellTiter-Glo luminescence, 72 h; hits give low values; viability, % at 10 µM (by protocol); actives 1.1% (n = 86,000);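 active = viability at or below 30%; inactive = viability above 30%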;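 also: 100% = median luminescence of DMSO-only cell control wells on each plate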
# H69AR growth 86K: blocks growth of human H69AR lung tumor cells; viability, % at 10 µM; AID 598; actives 6% (n = 85,000); H69AR lung tumor viability, ATP luminescence, 72 h; hits give low values;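 active = viability at or below 40%; inactive = viability above 40%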;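 also: multidrug resistant small cell line overexpressing MRP-1 efflux transporter; 100% = mean luminescence of untreated control wells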
# Ecoli WT expand: growth inhibitors of E. coli BW25113 wild type; OD600 absorbance; growth inhibition, % at 100 µM; actives 0.15% (n = 98,000);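 active = growth inhibition above about 50% at one test dose, limit read from the data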;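 also: growth measured after 20 h incubation at 37 °C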
# DAT uptake mod: modulates human dopamine transporter uptake under cocaine; AID 449768; B-score at 10 µM; actives 1.3% (n = 110,000); LLC-PK1 hDAT cells, [14C]-dopamine uptake with cocaine IC80; actives deviate in either direction;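 active = Z score or B-score, a plate-position-corrected score, falls beyond the plate's 99.7% confidence bounds, in either direction; inactive = both scores lie inside the 99.7% bounds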;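 also: scored against the spread of the other compound wells on the same plate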
# Target sequence (Q01959 whole entry, looked up): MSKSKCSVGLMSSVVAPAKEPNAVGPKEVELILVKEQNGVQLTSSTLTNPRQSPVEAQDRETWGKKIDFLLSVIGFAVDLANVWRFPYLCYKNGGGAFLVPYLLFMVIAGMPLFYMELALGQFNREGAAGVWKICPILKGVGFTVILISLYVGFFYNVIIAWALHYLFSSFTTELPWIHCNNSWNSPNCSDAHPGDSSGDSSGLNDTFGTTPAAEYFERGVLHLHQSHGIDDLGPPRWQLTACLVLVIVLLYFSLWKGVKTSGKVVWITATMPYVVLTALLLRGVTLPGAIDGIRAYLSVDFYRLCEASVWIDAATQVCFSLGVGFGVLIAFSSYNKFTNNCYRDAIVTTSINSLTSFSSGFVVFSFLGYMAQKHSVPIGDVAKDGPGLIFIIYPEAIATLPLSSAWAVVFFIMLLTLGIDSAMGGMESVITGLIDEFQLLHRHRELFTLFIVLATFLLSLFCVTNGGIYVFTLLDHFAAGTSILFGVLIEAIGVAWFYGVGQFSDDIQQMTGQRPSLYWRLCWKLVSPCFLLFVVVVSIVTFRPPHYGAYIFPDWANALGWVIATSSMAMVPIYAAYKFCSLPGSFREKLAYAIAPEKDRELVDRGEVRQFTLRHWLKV
# PostGolgi ctrl: growth of the yeast control strain, post-Golgi counter-screen. efflux-deficient yeast background strain, growth absorbance A615, 16 h. inhibition, % at 10 µM. actives 5% (n = 98,000). AID 738
# S1P2 blocker: blocks the human S1P2 receptor. cell-based S1P2 antagonist assay, inhibition at 5 uM. inhibition, % at 5 µM. actives 0.21% (n = 97,000); in the data active = inhibition above about 45%;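 also: CRE beta-lactamase reporter cells expressing human S1P2 stimulated with S1P; 0% = agonist at EC80 alone and 100% = agonist plus reference antagonist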
# An asterisk follows results filed as active; nt = not tested or not shown; & = joins results of further samples. Rule as the data show it, unless noted: active = inhibition above about 30%; inactive = the rest.
SMILES,Fibroblast inh,S1P2 ag,PostGolgi yeast,HUVEC inhibit,H69AR growth 86K,Ecoli WT expand,DAT uptake mod,PostGolgi ctrl,S1P2 blocker
CCNC(=O)CC1C(=O)N(c2cccc(OC)c2)C(=O)N1CCOC (configuration not stated),87.7,-7.6,-1.4,106.9,88.9,1.0,0.0933,-5.5,2.5
COc1ccc(OC)c(S(=O)(=O)N2CCC(C(=O)Nc3cccc(C)c3C)CC2)c1,100.8,-1.9,-12.0,100.1,90.3,-2.0,0.0421,7.3,7.0
O=C(CCc1ccc(S(=O)(=O)NCCc2ccccc2)cc1)Nc1ccc2c(c1)OCO2,102.0,-0.7,-8.2,89.5,89.2,4.0,-0.513,-2.6,-4.7
Cc1csc(SCC(=O)Nc2ccc(Cl)cn2)n1,96.1,nt,-3.2,94.1,91.6,10.0,-0.376,0.0,nt
O=C(CN(c1ccccc1)S(=O)(=O)c1ccccc1)NCCSc1nc2ccccc2s1,nt,-13.8,-3.3,nt,nt,-2.0,0.142,0.7,8.5
COC(=O)C1=C(CSCc2ccccc2)NC(=O)NC1c1cc(C)ccc1C (configuration not stated),100.6,-3.5,-24.1,91.3,64.6,-4.0,0.0133,8.1,-18.0
COC(=O)c1ccc(-n2nnnc2SCC(=O)Nc2ccccc2C(=O)OC)cc1,nt,-2.3,24.9,nt,nt,1.0,nt,36.6*,-11.9
CCCCOC(=O)n1c(SCC(=O)N(CC)CC)nc2ccccc21,104.8,-2.6,-6.5,102.2,86.4,9.0,3.93*,31.3*,-11.4
CC1=C(C(=O)Nc2ccccc2)C(c2ccc(C)o2)n2c(s/c(=C\c3ccco3)c2=O)=N1 (configuration not stated),82.0,-9.6,0.2,68.9,3.5*,-13.0,1.42,16.5,14.8
CCC(=O)c1ccc(N2CCN(C(=O)COc3ccc(F)cc3)CC2)c(F)c1,93.8,-4.6,-10.2,98.2,97.1,-3.0,2.83,31.2*,9.8
Fc1cc2nccnc2cc1N1CCSCC1,100.6,-8.4,8.6,85.2,68.9,-2.0,-0.868,6.8,-0.9
CC1(C)CC(=O)c2cn3c(nc2C1)nc1ccccc13,94.7,-5.5,2.4,92.9,70.7,3.0,-0.597,-3.5,-3.8
COc1cc(NC(=O)CSc2nnc(-c3ccncc3)n2C2CCCCC2)ccc1NC(=O)c1ccco1,nt,-5.2,-5.2,nt,nt,-3.0,0.229,7.2,2.0
CCCOc1ccc(-c2nc(C#N)c(N3CCc4ccccc4C3)o2)cc1,103.5,-5.3,6.0,104.2,102.1,-10.0,-0.565,-7.9,4.2
O=C(c1ccccc1)N1CCN(CC#Cc2ccccc2)CC1,98.3,0.3,-7.6,104.2,97.5,-19.0,0.609,2.2,13.0
CC1(C)Cc2c(sc3c2C(=O)N(c2ccccc2)C2=NCCCN23)CO1,100.2,-4.8,-6.5,90.0,102.1,3.0,0.47,6.0,5.8
CNc1nnc(CSc2nc(C)cc(C)n2)s1,nt,1.5,1.1,nt,nt,5.0,0.395,8.5,2.1
Nc1cc(-c2ccccc2)nn1S(=O)(=O)c1ccc(F)cc1,94.5,-2.9,-4.9,73.9,97.3,11.0,-0.0207,14.9,19.5
O=C(NCc1ccc2c(c1)OCO2)c1cccc([N+](=O)[O-])c1,nt,-7.0,9.9,nt,nt,10.0,-1.2,-1.9,-0.5
O=C(Nc1ccc(Cl)cc1C(=O)Nc1ccccn1)c1ccco1,102.1,-2.8,0.9,76.0,46.0,6.0,0.158,27.8,-25.0
CCOC(=O)c1[nH]c2ccccc2c1NC(=O)COC,94.4,-3.0,-8.9,80.7,73.1,8.0,0.164,-7.7,15.3
Cc1ccc(P(=O)(OCCN2CCOCC2)C(C)(C)C)o1 (configuration not stated),101.2,-3.3,-1.3,97.7,83.2,3.0,0.626,-8.4,19.7
CCn1c(SCC(=O)Nc2ccc3c(c2)OCCO3)nnc1-c1cccs1,108.8,-9.4,-8.3,109.1,105.8,3.0,0.965,24.1,9.8
O=C(CCc1nc(-c2ccccc2F)no1)NCCc1ccccc1Cl,nt,0.6,4.7,nt,nt,6.0,0.0153,22.1,-12.7

# Taken from the entries so far, 5 compounds:
SMILES,Fibroblast inh,S1P2 ag,PostGolgi yeast,HUVEC inhibit,H69AR growth 86K,Ecoli WT expand,DAT uptake mod,PostGolgi ctrl,S1P2 blocker
O=C(Nc1ccc(Cl)cc1C(=O)Nc1ccccn1)c1ccco1,102.1,-2.8,0.9,76.0,46.0,6.0,0.158,27.8,-25.0
CCOC(=O)c1[nH]c2ccccc2c1NC(=O)COC,94.4,-3.0,-8.9,80.7,73.1,8.0,0.164,-7.7,15.3
Cc1ccc(P(=O)(OCCN2CCOCC2)C(C)(C)C)o1 (configuration not stated),101.2,-3.3,-1.3,97.7,83.2,3.0,0.626,-8.4,19.7
CCn1c(SCC(=O)Nc2ccc3c(c2)OCCO3)nnc1-c1cccs1,108.8,-9.4,-8.3,109.1,105.8,3.0,0.965,24.1,9.8
O=C(CCc1nc(-c2ccccc2F)no1)NCCc1ccccc1Cl,nt,0.6,4.7,nt,nt,6.0,0.0153,22.1,-12.7

# Further compounds
SMILES,Fibroblast inh,S1P2 ag,PostGolgi yeast,HUVEC inhibit,H69AR growth 86K,Ecoli WT expand,DAT uptake mod,PostGolgi ctrl,S1P2 blocker
COc1ccc(C)cc1NC(=O)CN1CCN(S(=O)(=O)c2ccc(Br)cc2)CC1,nt,-6.5,1.0,nt,nt,0.0,-1.43,46.3*,22.3
COc1ccc(C(=O)/C=C/c2ccc(OC)c(COc3ccc(F)cc3)c2)cc1,nt,-2.6,0.2,nt,nt,-33.0,1.18,5.3,0.7
O=C(NCc1ccccn1)c1cc2cc(Br)ccc2oc1=O,97.6,-7.5,2.4,97.0,100.3,-5.0,-0.388,5.4,-3.7
Cc1c(-c2cccs2)[n+](=O)c2c(n1[O-])CCC2,104.9,-3.6,-3.8,102.0,99.4,2.0,0.634,-3.0,16.1
CCN(CC)CCCNc1oc(-c2ccc(OC)c(OC)c2)nc1C#N,97.2,-7.1,6.2,86.9,87.9,1.0,-0.353,7.5,1.5
O=C1CCC(C(=O)OCc2ccccc2)N1 (configuration not stated),nt,0.9,-4.8,nt,nt,-4.0,-0.433,11.0,-4.5
CCN(c1ccccc1)c1ncnc2c1cnn2-c1ccccc1,106.4,-2.3,-4.9,88.3,79.9,-2.0,1.66,25.5,15.8
CCn1c2c(c3cc(Br)ccc31)CCC/C2=N\O,84.1,-10.0,5.7,49.3,85.6,-1.0,-0.585,41.0*,-5.9
CSc1ncc(Cl)c(C(=O)Nc2nnc(SC)s2)n1,96.7,-4.8,-8.1,94.7,110.1,-9.0,0.375,28.8,6.5
c1ccc(-c2nnc(-c3ccccc3)c(-c3c[nH]c4ccccc34)n2)cc1,80.2,-1.5,-2.0,82.3,69.0,-8.0,0.0441,4.9,9.8
COc1ccc2[nH]c(=O)c(CN(CCO)C(=O)NCc3ccccc3)cc2c1,95.1,-0.3,-4.7,88.1,97.0,3.0,0.0457,2.9,4.5
COc1ccccc1N1CCN(C(=O)C2CC=CCC2C(=O)O)CC1 (configuration not stated),96.1,-8.6,-3.4,95.2,101.3,4.0,-0.131,14.4,8.5
O=C(NCCc1ccccc1)c1ccc(Cl)nc1,103.8,-7.3,nt,107.9,110.3,nt,-1.3,nt,-5.6
CC(C)C(=O)Nc1cc(=O)[nH]c2ncnn12,103.8,-5.3,1.4,95.5,100.3,-11.0,0.362,5.7,10.7
CCCCc1cc(=O)oc2cc(C)cc(OCc3nn[nH]n3)c12,98.5,-1.0,-0.9,91.7,94.8,-3.0,0.487,-2.2,-24.2
O=C1CC(c2c(F)cccc2Cl)C2=C(COC2=O)N1 (configuration not stated),nt,-8.9,-7.5,nt,nt,-3.0,-0.413,1.1,1.8
COc1cccc(CNn2cnnc2)c1OCc1ccc(F)cc1,98.1,-4.2,10.5,94.8,83.6,0.0,-0.184,-6.1,-2.0
CCN(CC)CCNC(=O)c1ccc(NC(C)=O)cc1,96.1,nt,nt,107.5,101.7,nt,-0.0739&-0.214,nt,nt
CC1(C)Cc2ccccc2-c2nc(-c3ccccc3)oc(=O)c21,106.6,-5.8,0.5,117.0,97.8,-2.0,0.413,3.8,-8.9
O=C(O)CCCC(=O)Nc1ccc(C(=O)NCc2cccnc2)cc1,nt,-1.6,-15.4,108.7,101.5,4.0,nt,36.3*,-0.4
COc1cc(/C=N/NC(=O)c2cccc([N+](=O)[O-])c2)ccc1OCc1ccccc1,nt,-6.8,-4.6,nt,nt,-8.0,0.314,-4.0,1.3
Cc1ccc(C(=O)/C=C/c2c[nH]c3ccccc23)cc1,nt,2.6,4.5,nt,nt,0.0,0.565,12.6,6.4
Cc1cc(C(=O)O)c2ccccc2n1,101.2,-4.6,-4.3,98.2,101.1,-4.0,-1.2,0.3,2.7
O=C(NCC12CC3CC(CC(C3)C1)C2)c1nn2c(c1Cl)NC(c1ccco1)CC2C(F)(F)F (configuration not stated),78.1,-5.0,-9.2,92.4,65.3,-5.0,-0.213,-11.1,3.5

# 3 of the entries above in order of their number in S1P2 ag, lowest first.
Compound,S1P2 ag
O=C(NCC12CC3CC(CC(C3)C1)C2)c1nn2c(c1Cl)NC(c1ccco1)CC2C(F)(F)F (configuration not stated),-5.0
O=C(O)CCCC(=O)Nc1ccc(C(=O)NCc2cccnc2)cc1,-1.6
CCCCc1cc(=O)oc2cc(C)cc(OCc3nn[nH]n3)c12,-1.0

# More results:
SMILES,Fibroblast inh,S1P2 ag,PostGolgi yeast,HUVEC inhibit,H69AR growth 86K,Ecoli WT expand,DAT uptake mod,PostGolgi ctrl,S1P2 blocker
S=C(Nc1ccc(Cl)cc1)N1CCN(C2CCCCC2)CC1,nt,-5.5,3.2,nt,nt,3.0,-1.12,1.5,-5.4
CCN1C(=O)c2ccccc2S(=O)(=O)c2ccc(C(=O)N3CCOCC3)cc21,98.4,-3.8,7.6,108.0,89.0,-6.0,-0.441,-0.1,-10.4
COC(=O)C(NS(=O)(=O)c1ccc(NC(C)=O)cc1)C(C)C (configuration not stated),103.8,-9.2,-0.9,95.5,103.0,6.0,0.11,21.6,15.4
CC(NC(=O)CCCN1C(=O)c2ccccc2C1=O)c1ccc2c(c1)CCCC2 (configuration not stated),nt,-4.6,6.8,nt,nt,4.0,1.34,2.2,-10.8
O=C(NCc1ccc2c(c1)OCO2)C1CC(=O)N(c2ccc(O)cc2)C1 (configuration not stated),96.9,-7.0,-2.8,88.4,108.6,3.0,0.00423,7.8,-7.6
CC(=O)Nc1c(C(=O)O)oc2ccccc12,100.0,-4.8,20.2,103.2,80.5,-11.0,-0.0273,8.0,20.2
O=C(CS(=O)CC(=O)Nc1cccc2c1CCCC2)Nc1ccc(F)cc1 (configuration not stated),94.5,-8.5,2.3,105.4,94.5,-5.0,0.115,5.9,21.7
Cc1ccccc1NC(=O)CN(C)S(=O)(=O)c1cccc2cccnc12,101.5,-3.1,-9.4,116.2,100.0,1.0,0.154,17.1,11.5
O=C(Cn1cncn1)NCc1ccccc1Br,nt,-3.3,-5.0,nt,nt,-6.0,-1.09,5.9,13.8
CC(C)C(C(=O)NCc1ccco1)N(C(=O)CNS(=O)(=O)c1ccc(Cl)cc1)C1CCCC1 (configuration not stated),81.9,-4.6,1.2,80.8,88.1,2.0,-0.0492,-6.2,-17.0
O=C(NCc1cccnc1)c1cccc(Cl)c1,105.9,-9.1,3.7,87.4,87.4,3.0,-1.26,17.0,13.9
CC(C(=O)NCCC1=CCCCC1)N1C(=O)c2ccccc2C1=O (configuration not stated),90.1,-0.7,-6.0,87.2,98.3,-5.0,0.0216,14.4,21.8
CC(c1ccccc1)n1cc(C(=O)NCCCn2ccnc2)nn1 (configuration not stated),95.8,8.7,0.8,99.9,89.5,2.0,-0.112,18.8,5.6
COc1cccc(CNCc2ccccn2)c1OC,95.6,-6.3,9.5,98.0,98.0,3.0,1.62,-0.3,10.0
Cc1noc(C)c1CSc1nc2cc(S(=O)(=O)N3CCOCC3)ccc2o1,nt,-8.8,3.6,nt,nt,-9.0,1.03,13.1,-8.9
